# High-throughput results from PubChem.
# Luciferase inh – blocks Photinus pyralis firefly luciferase activity; P08659; purified firefly luciferase, luminescence, 8 min; Potency, µM (highest dose often 57.1 µM), for the others: at the top dose activity change, negative = inhibition, actives largely listed as inhibitors; actives 2.2% (n = 72,000); further: potency means the concentration at half of the fitted maximal effect; on the % scale 0 is the no-effect control and ±100 the full control effect; nearly all actives have a fitted effect of over 40% in size
#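 Substrate buffer containing 10 uM ATP (pH 7.2 imidazole, Mg2+, KCl, detergent, BSA) is dispensed, compound pinned in, then luciferase/luciferin detector mix added. After 8 min at ambient temperature, light output is measured.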
# ERK AVP block – vasopressin-driven ERK pathway inhibition. Potency, µM (doses to about 57.5 µM), without a hit: top-dose activity, negative = inhibition, actives largely listed as inhibitors. HEK293-V1b, vasopressin-stimulated pERK AlphaScreen. actives 0.99% (n = 72,000); further: potency means the concentration at half of the fitted maximal effect; on the % scale 0 is the no-effect control and ±100 the full control effect; nearly all actives have a fitted effect of over 55% in size
#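 qHTS, compounds titrated on V1b-expressing HEK293 cells. Preincubation 30 min at 37C, vasopressin 25 nM for 5 min, lysis 10 min, bead incubation 5 hr at room temperature.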
# BRCT PPI green – BRCA1 BRCT-phosphoprotein interaction inhibition. BRCA1 BRCT-phosphopeptide binding, green fluorescence polarization. Potency, µM (highest dose often 76.9 µM), for the others: at the top dose activity change, negative = inhibition, hits mostly inhibitors. actives 0.05% (n = 75,000);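 further: potency means the concentration at half of the fitted maximal effect; plate controls were peptide without protein for full effect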
#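 Compounds were incubated for 12 min at room temperature with a complex of 100 nM fluorescein-tagged pBACH1 decapeptide and 250 nM His-tagged BRCT protein. Buffer was phosphate pH 7.3 with EDTA, DTT and Tween 20. Disruption of binding lowers the polarization signal.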
# BRCT PPI red – BRCT-phosphoprotein interaction inhibition (red fluorophore). P38398. BRCT-phosphopeptide binding, red fluorescence polarization. Potency, µM (top dose mostly 76.9 µM), for inactives: at the highest dose activity change, negative = inhibition, hits mostly inhibitors. actives 0.03% (n = 75,000); further: on the % scale 0 is the no-effect control and ±100 the full control effect
#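 Rhodamine-labelled pBACH1 10-mer (100 nM) bound to BRCT domain (100 nM) at pH 7.3; compounds incubated 12 min room temperature, polarization read. Free peptide defines full inhibition; unlabelled decapeptide titrated as control.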
# Tau fil binding – binds recombinant human tau filaments | P10636 | recombinant tau filaments, thioflavin S fluorescence, 15 h; filaments grown with octadecylsulfate alongside compound | Potency, µM (doses to about 57.1 µM), for inactives: at the top dose activity change, negative = inhibition | actives 2% (n = 71,000) | AID 596;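 further: potency means the concentration at half of the fitted maximal effect; on the % scale 0 is the no-effect control and ±100 the full control effect; actives lower thioflavin S fluorescence by blocking filaments or displacing dye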
#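 Recombinant tau protein (human, 1 uM final) plus 30 uM ODS in HEPES pH 7.4 with NaCl, DTT and thioflavine S. Compound present from the start; fluorescence at 510 nm after 15 h, 37 C.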
# A350 autofl – compounds fluorescent in Alexa 350 spectral region; actives 11% (n = 59,000); max dye-equivalent concentration, M; AID 590; Compound autofluorescence, 340/450 nm, Alexa 350 dye-equivalents; active compounds read high; in the data active means max dye-equivalent concentration above about 10 nM; inconclusive means mostly about 1.1 nM to 9.6 nM
# Caspase-7 inhib – caspase-7 (human) inhibition, allosteric or competitive | recombinant caspase-7, Ac-DEVD-AFC fluorescence rate | P55210 | Potency, µM (highest dose often 57.5 µM), for inactives: at the highest dose activity change, negative = inhibition, hits mostly inhibitors | actives 0.02% (n = 75,000); active means well fitted inhibition curve with a large enough effect in the main read-out, with a control signal flat, not every such curve was filed as active; inconclusive means small, poorly fitted or top-dose-only effect, or a change in a side signal; further: potency means the concentration at half of the fitted maximal effect; % of control where 0% means no effect
# USP2a inhib – USP2a (human) protease inhibition. O75604. USP2a enzymatic assay, qHTS inhibition. Potency, µM (doses to about 38.3 µM), inactives show at the top dose activity change, negative = inhibition, usual class: inhibitors. actives 0.1% (n = 60,000). AID 927;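 further: potency means the concentration at half of the fitted maximal effect; nearly all actives have a fitted effect of over 60% in size; plate controls were DMSO for no effect and NEM full inhibition control for full effect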
#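 USP2 core (20 nM final) was preincubated with compound for 30 min at RT in 20 mM Tris-HCl pH 8.0, 2 mM CaCl2, 2 mM beta-mercaptoethanol; Ub-PLA2 (20 nM) plus NBD C6-HPC (20 uM) then added, fluorescence read after 2.5 h.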
# HEK293 cAMP cs – counter-screen for TSHR agonists: cAMP increase in parental HEK293; Potency, µM (doses to about 57.1 µM), without a hit: at the highest dose activation, hits mostly activators; parental HEK293 CNG cAMP sensor, membrane potential fluorescence; actives 2.5% (n = 73,000); further: potency means the concentration at half of the fitted maximal effect; % of control where 0% means no effect; nearly all actives have a fitted effect of over 55% in size
#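 Counterscreen for endogenous-receptor signalling: CNG-channel HEK 293 cells report cAMP rise by membrane depolarization. After 60 min dye equilibration with 100 uM RO 20-1724, compounds incubated 30 min before bottom-read fluorescence at 590 nm.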
# Casp1 inh – caspase-1 (human) inhibition, allosteric or competitive | Potency, µM (titrated, usually from 57.5 µM), for inactives: top-dose activity change, negative = inhibition, most hits filed as inhibitors | Caspase-1 enzyme, Ac-WEHD-AFC fluorogenic rate | actives 0.03% (n = 75,000);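 further: potency means the concentration at half of the fitted maximal effect; plate controls were vehicle for no effect and no substrate for full effect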
# CRE-bla Fsk – alters forskolin-stimulated CRE reporter signaling in CHO cells. actives 2.5% (n = 71,000). Potency, µM (doses to about 38.2 µM), for the others: at the top dose activity change, negative = inhibition, usual class: activators. AID 662. CHO CRE-bla reporter (cAMP response element driving beta-lactamase), forskolin EC10, beta-lactamase ratio; active means well fitted activation curve with a large enough effect in the signal ratio, with a control signal flat, not every such curve was filed as active; inconclusive means small, poorly fitted or top-dose-only effect, or effect the other way, or a change in a side signal; the % refers to the signal ratio; further: potency means the concentration at half of the fitted maximal effect; % of control where 0% means no effect
#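 Beta-lactamase reporter under a cAMP responsive element in CHO cells; compounds tested in titration series against EC10 NKH 477, 3 h at 37 °C. Read-out: CCF4 FRET ratio 460nm/530nm (excitation 405nm) giving %Activity, fitted to AC50.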
# Starred values were filed as active, the others as inactive; i = inactive; ? = inconclusive; . = not tested or not shown; & = joins results of further samples; [ ] = dose if it differs, or a comment. Unless noted, the call rests on the fitted dose curve; in most records, active means well fitted curve in the direction sought with a large enough effect; inconclusive means small, poorly fitted or top-dose-only effect, or another doubt; inactive means no such curve, though single readings can be large; an effect the other way counts as inactive or inconclusive.
SMILES,Luciferase inh,ERK AVP block,BRCT PPI green,BRCT PPI red,Tau fil binding,A350 autofl,Caspase-7 inhib,USP2a inhib,HEK293 cAMP cs,Casp1 inh,CRE-bla Fsk
CCOC(=O)C1CCN(Cc2ccc(N(C)C)cc2)CC1,2.8%,-23.6%,-2.8%,0.6%,0.2%[11.4 µM],.,2.1%,0.0%[7.66 µM],1.8%[11.4 µM],-1.8%,7.8%[7.6 µM]
O=C(O)c1c2c(nc3ccc(S(=O)(=O)N4CCC(C(=O)NC5CCCC5)CC4)cc13)CCCCC2,3.2%,2.7%,1.1%,-0.4%,4.5%,.,-1.3%,.,?,1.8%,-9.1%
CCN(CCNC(=O)C1CCCN(S(=O)(=O)c2cnc[nH]2)C1)c1ccccc1 (stereo unspecified),3.4%,-3.9%,1.2%,-1.1%,-13.6%,.,-0.5%,.,1.0%,0.3%,-3.3%
O=c1n(-c2ccccc2)c(=O)n2n1CC[C@H]1/C(=N\OC[C@@H](O)COCc3ccco3)[C@H]3O[C@@H]3[C@@H](O)[C@@H]12,-0.7%&0.7%[11.4 µM],-2.5%&8.4%[11.5 µM],-0.5%&-3.9%[15.4 µM],1.2%&-1.1%[15.4 µM],.,.,0.4%&-4.5%[11.5 µM],.,-3.6%&-3.0%[11.4 µM],3.6%&-2.5%[11.5 µM],.
C(/CCc1ccccc1)=N\n1cnnc1,0.3%,-8.5%,-0.8%,0.6%,1.2%,i,-0.4%,-7.2%,1.8%,2.0%,-8.8%
CC1CCCN(C(=O)c2cc(F)c(F)cc2Cl)C1 (stereo unspecified),1.9%,2.2%,-3.4%,0.1%,-2.1%,i,0.7%,-2.5%,4.5%,0.6%,1.9%
CCOC(=O)Oc1ccc2oc(=O)cc(C)c2c1,2.2%,-5.6%,0.1%,0.4%,11.0%,.,0.3%,-1.4%,14.1%,0.9%,-1.7%
COc1ccc(CCN2CC3=C(C2=O)C(c2ccccc2)NC(=O)N3C)cc1OC (stereo unspecified),-0.1%,-27.9%,-0.2%,1.0%,-10.6%,1.19e-08M*,-1.1%,6.3%,-3.9%,-1.7%,-13.4%
Cc1csc(-c2nc3ccccc3n2C)n1,.,?,-11.7%,-6.8%,.,.,1.0%,.,.,1.1%,.
CC1(C)CC(=O)C(C=NCCN2CCN(CCCCS(=O)(=O)O)CC2)=C(O)C1,-0.2%,-22.4%,-1.1%,2.2%,-8.7%,i,0.4%,-4.6%,3.9%,-2.5%,0.0%
O=C(Cc1ccc2c(c1)OCCO2)c1c(O)cc(O)cc1O,-0.7%,-29.7%,-1.0%,-2.0%,-12.0%,.,2.1%,26.2%,12.5%,0.8%,-3.0%
CC1CCCCN1C(=O)Cn1c(=O)n(C2CCCCC2)c(=O)c2ccccc21 (stereo unspecified),-1.0%,-10.4%,-0.4%,0.8%,-11.8%,i,-0.8%,14.0%,25.9%,-0.1%,?
Cc1cc(NC(=O)c2cc(C(C)C)on2)no1,-18.7%,1.1%,-1.3%,0.4%,-1.9%,i,0.7%,4.8%,5.0%,1.4%,0.9%
Cc1cc(C)nc(N2CCC(C(=O)NCc3ccco3)CC2)n1,0.8%,-4.9%,-1.0%,2.2%,3.3%,i,0.1%,2.4%,-3.5%,-0.3%,1.9%
COc1c(C)cc(Br)cc1C(=O)Nc1cccc(-c2nc3ncccc3o2)c1,2.7%,.,4.1%,-2.6%,i,.,-0.5%,.,21.8%,-4.8%,?
CC(=O)Cc1nsc(NC(=O)c2ccc(-c3cccc(C(F)(F)F)c3)o2)n1,0.5%,-17.7%,-0.8%,0.0%,18.9%,i,1.4%,-0.8%,14.8%,-1.3%,?
COc1ccc(CCCC(=O)O)c(C)c1,0.8%,0.9%[11.5 µM],-0.5%,1.9%[15.4 µM],10.9%,i,-2.4%,-4.5%,17.4%,-2.2%[11.5 µM],-10.5%
Cc1oc2nc(SCC(=O)N3CCCCC3)nc(N)c2c1C,-5.3%,-16.1%,-2.0%,0.3%,1.0%,i,-0.9%,1.6%,2.8%,1.0%,?
CC1(C)S[C@@H]2[C@H](NC(=O)[C@@H](N)c3ccc(O)cc3)C(=O)N2[C@H]1C(=O)O,1.6%[25.5 µM],13.1%[25.7 µM],-1.1%[34.4 µM],0.5%[34.4 µM],4.5%[25.6 µM],1.19e-08M*,-1.1%[25.7 µM],-9.9%[17.1 µM],-2.7%[25.6 µM],0.3%[25.7 µM],-1.8%[17.1 µM]
CCOc1ccc(S(=O)(=O)n2cnc3cc(C)c(C)cc32)cc1,2.6%,?,0.9%,-0.8%,2.0%,i,-1.5%,-13.9%,?,-2.3%,8.7%
Cc1ccc2c(c1)NC(=O)C(CC(=O)NCCCN1CCCC1)O2 (stereo unspecified),2.0%,-7.6%,-1.9%,1.5%,5.2%,.,-1.5%,.,3.5%,-1.3%,1.7%
Cc1cc(C)c2c(-n3cccc3)c(C(=O)O)sc2n1,1.2%,31.4%[activator],-1.2%,2.5%,-13.6%,i,0.6%,?,?,-1.7%,-5.0%
O=C(CCn1nnc2ccccc21)Nc1nnc(-c2ccccc2F)s1,0.1%,21.1%,-2.5%,-1.0%,33.0%,i,0.2%,-4.4%,19.2%,0.4%,0.3%
O=C1CC(N2CCC(O)(c3ccc(Cl)cc3)CC2)C(=O)N1Cc1ccc(N2CCCC2=O)cc1 (stereo unspecified),-0.2%,-10.3%,-0.6%,-1.3%,3.6%,i,-0.8%,16.9%,0.8%,-1.0%,-2.5%
Cc1sc(-n2cccc2)c(C(=O)O)c1C,6.2%,-13.4%,1.0%,-2.1%,1.5%,i,-6.6%,-4.6%,2.9%,-2.2%,-10.2%

# Further records follow:
SMILES,Luciferase inh,ERK AVP block,BRCT PPI green,BRCT PPI red,Tau fil binding,A350 autofl,Caspase-7 inhib,USP2a inhib,HEK293 cAMP cs,Casp1 inh,CRE-bla Fsk
CS(=O)(=O)N(CCC(=O)O)Cc1ccccc1,-1.8%,-5.9%,-2.5%,0.8%,16.1%,i,1.2%,1.3%,14.9%,2.1%,1.6%
CC(C)(C)c1cc(C(=O)NCc2ccco2)ccn1,2.4%,-21.3%,0.8%,0.1%,-16.0%,i,-0.3%,-0.3%,5.4%,-5.4%,-1.8%
C=CCn1c(-c2cc(OC)cc(OC)c2)n[nH]c1=S,0.7%,-10.1%,-2.9%,-0.6%,2.4%,i,0.7%,-3.2%,22.2%,-0.2%,10.9%
CC(CC(C)C(=O)N1CCOCCN(C(=O)C(C)CC(C)C(=O)O)CCOCC1)C(=O)O (stereo unspecified),0.3%,16.2%,-3.2%,0.4%,-8.0%,i,0.1%,-3.2%,-4.6%,1.1%,2.5%
Cc1cc(C(F)(F)F)c2c(C)nn(CCc3nn[nH]n3)c2n1,1.2%,4.9%,-0.4%,-0.7%,2.2%,?,-3.1%,-1.3%,-10.7%,1.8%,?
COc1ccc(S(=O)(=O)Cc2ccc(C(=O)NC3CC3)o2)cc1,1.3%,-2.3%,0.5%,-3.2%,10.1%,.,-2.4%,.,0.6%,0.5%,-1.7%
O=C(COc1ccccc1)NCc1ccc2c(c1)OCO2,-1.5%,-28.8%,-6.9%,-0.4%,-0.9%,?,-2.1%,6.9%,27.1%,0.3%,-6.2%
COc1ccc(NC(=O)Nc2cc(C)ccn2)cc1,1.58µM*,9.1%,-1.2%,-1.9%,15.5%,.,0.2%,.,7.0%,0.3%,-9.4%
CCCc1cc(C(N)=O)c(NC(=O)c2ccco2)s1,-7.0%,-12.0%,-1.0%,-1.6%,-0.2%,?,-1.5%,4.0%,-1.9%,-0.3%,18.0%
CCOC(=O)N1CCC(NC(=O)CN2C(=O)CSc3ncccc32)CC1,-4.4%,-5.3%,-0.6%,-0.3%,2.2%,.,-0.9%,.,4.5%,-0.7%,0.5%
CC(NC(=O)c1cccnc1)c1ccc2c(c1)OCO2 (stereo unspecified),3.0%,2.5%,-0.6%,-1.3%,-2.9%,i,0.3%,-6.8%,1.1%,-1.1%,-3.1%
CC(C)CN(Cc1cc2ccccc2[nH]c1=O)C(=O)c1cccnc1,3.3%,-18.4%,0.1%,1.0%,2.6%,i,0.6%,2.8%,8.5%,-0.5%,?
O=C(Cc1cccs1)Nc1ccc(Cl)cc1,-5.8%,-18.2%,-0.7%,0.7%,-25.6%,i,-2.0%,17.3%,-3.9%,-1.2%,-4.2%
CSc1nsc(SC)c1C(=O)OCC(F)(F)F,0.7%,22.5%,-0.2%,-0.2%,-11.2%,i,0.7%,-1.4%,16.2%,-1.4%,?
COC(=O)c1cc2c(cc1Cl)SC(=NCCCN1CCOCC1)NS2(=O)=O,4.8%,0.3%,0.3%,1.3%,2.7%,i,5.5%,3.3%,0.5%,-0.7%,-0.9%
COc1ccc(-c2oc3ncnc(NCCCN4CCOCC4)c3c2-c2ccc(OC)cc2)cc1,-0.4%,-13.9%,-3.3%,0.4%,15.2%,5.09e-08M*,-1.6%,43.1%[activator],0.0%,-1.4%,?

# Outcome played no part in choosing rows; overall some 16% were active at least once.
